ADAM10 inh: inhibits human ADAM10; O14672; recombinant ADAM10, EDANS/DABCYL FRET peptide cleavage, 3 h; inhibition, % at 7 µM; 370,000 tested, 0.62% active;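 active means inhibition above a per-campaign cutoff equal to the mean of compounds falling between control-based bounds plus 3 SD, cut at about 20% in these data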;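 further: 0% = DMSO wells while the 100% control is not disclosed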
ADAM17 inh: ADAM17 inhibition, QFRET primary screen. P78536. recombinant ADAM17, EDANS/DABCYL FRET peptide cleavage. inhibition, % at 6.95 µM. 370,000 tested, 0.83% active;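 active means inhibition above the mean of compounds lying between control limits plus 3 SD, set per campaign, cut at about 8.5% in these data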;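 further: 0% = DMSO-only wells as the low control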
Target sequence (P78536 215-824 limits assumed): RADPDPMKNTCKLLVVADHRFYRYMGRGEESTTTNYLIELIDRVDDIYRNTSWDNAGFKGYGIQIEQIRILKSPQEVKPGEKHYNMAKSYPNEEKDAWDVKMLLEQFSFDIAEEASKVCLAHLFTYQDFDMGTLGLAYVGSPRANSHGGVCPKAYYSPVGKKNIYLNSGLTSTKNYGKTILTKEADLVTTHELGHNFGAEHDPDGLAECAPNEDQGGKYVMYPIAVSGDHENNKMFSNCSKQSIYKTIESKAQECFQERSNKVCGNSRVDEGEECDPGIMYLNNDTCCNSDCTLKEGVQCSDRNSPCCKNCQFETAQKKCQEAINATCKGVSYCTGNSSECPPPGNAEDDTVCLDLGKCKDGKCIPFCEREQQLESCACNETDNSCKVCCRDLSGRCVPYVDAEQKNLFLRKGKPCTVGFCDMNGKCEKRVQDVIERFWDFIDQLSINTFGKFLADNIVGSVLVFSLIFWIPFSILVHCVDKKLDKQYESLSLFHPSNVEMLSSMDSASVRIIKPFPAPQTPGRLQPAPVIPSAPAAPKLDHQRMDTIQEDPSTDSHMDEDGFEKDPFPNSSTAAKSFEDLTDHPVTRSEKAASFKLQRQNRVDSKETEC
PG9 Ab binder: binds the HIV-1 gp120 antibody PG9; inhibition, % at 6.7 µM; TR-FRET gp120-PG9 antibody binding; AID 624416; 360,000 tested, 0.43% active; in the data active means inhibition above about 8.5%
hcDAF-12 act: H. contortus DAF-12 activation, primary screen | HEK293 hcDAF-12 lit1-tk-luc reporter, luminescence; 0% DMSO, 100% Δ7-dafachronic acid | activation, % at 6.8 µM | 370,000 tested, 1.4% active | AID 652067;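 active means activation above the mean of all tested compounds plus 3 SD, cut at about 5.5% in these data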;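 further: 100% = response to 3 µM Δ7-dafachronic acid high control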
hgDAF-12 ag: activates the H. glycines DAF-12 receptor ligand-binding domain; HEK293 GAL4-hgDAF12 UAS-luciferase reporter, agonist luminescence; normalized to butyrate control; activation, % at 6.8 µM; 370,000 tested, 1.8% active; AID 687014;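 active means activation above a cutoff set at the mean of all screened compounds plus 3 SD, cut at about 10% in these data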;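 further: 0% = DMSO wells and 100% = sodium butyrate wells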
DAX1 inh-1: inhibitors of DAX1 repression of SF-1 activated StAR promoter; HEK293T StAR-luciferase reporter, SF-1/DAX-1 repression relief; inhibition, % at 6.8 µM; 370,000 tested, 1.1% active; AID 652010;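 active means inhibition above the mean over all tested compounds plus 3 SD, cut at about 3.6% in these data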;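 further: 0% = DAX-1 cells with DMSO and 100% = cells lacking DAX-1 with DMSO; higher inhibition means more luminescence from relief of DAX-1 repression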
NPR1 activator: GC-A (human) enzyme activation | P16066 | activation, % at 10 µM | 370,000 tested, 0.14% active | HEK293 GC-A cells, cGMP TR-FRET, EC30 ANP; 0% at EC30 ANP, 100% saturating ANP; in the data active means activation above about 40%
DAX1 inh-2: NR0B1 (DAX1) inhibition; P51843; HEK293 Gal4-DAX1 luciferase reporter, luminescence; inhibition, % at 6.75 µM; 340,000 tested, 0.99% active; AID 504766;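 active means inhibition above the mean over all tested compounds plus 3 SD, cut at about 4.2% in these data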;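 further: 0% = DAX1-transfected cells with DMSO and 100% = empty-vector control cells with DMSO; inhibition shows as a rise in luminescence from relieved DAX1 repression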
Target sequence (P51843 207-470 limits assumed): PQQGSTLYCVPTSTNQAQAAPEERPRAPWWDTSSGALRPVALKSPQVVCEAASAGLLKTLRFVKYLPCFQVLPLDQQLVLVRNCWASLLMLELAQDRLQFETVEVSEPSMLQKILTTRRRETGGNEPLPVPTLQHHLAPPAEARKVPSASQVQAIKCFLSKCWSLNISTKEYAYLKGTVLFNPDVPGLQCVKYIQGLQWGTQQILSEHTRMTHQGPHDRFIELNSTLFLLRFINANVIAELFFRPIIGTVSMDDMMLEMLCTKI
ssDAF-12 act: S. stercoralis DAF-12 activation, primary screen; HEK293 ssDAF-12/GRIP1 lit1-tk-luc reporter, luminescence; % of 3 µM dafachronic acid response; activation, % at 6.8 µM; 370,000 tested, 1% active;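 active means activation above the mean over all tested compounds plus 3 SD, cut at about 0.9% in these data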;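 further: 0% = DMSO-only wells and 100% = 3 µM delta7-dafachronic acid wells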
SMARCA2 activ: activators of SMARCA2 function | 370,000 tested, 1% active | activation, % at 9.1 µM | MG213 cells, MMTV-luciferase reporter, dexamethasone, overnight; in the data active means activation above about 7.8%;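 further: 0% = vehicle wells and 100% = reference activator wells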
GAA850 FXN act: activators of GAA850 frataxin (FXN) promoter; HEK293 lucGAA850 FXN promoter luciferase reporter, 24 h; percent of 10 µM SAHA response; activation, % at 6 µM; 360,000 tested, 0.56% active; AID 540364;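 active means activation above the average of all compounds screened plus 3 SD, cutoff fixed separately per campaign, cut at about 7.5% in these data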;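 further: 0% = DMSO wells and 100% = 10 µM SAHA wells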
The depositor's hits bear a star; i = inactive.

#	mol	ADAM10 inh	ADAM17 inh	PG9 Ab binder	hcDAF-12 act	hgDAF-12 ag	DAX1 inh-1	NPR1 activator	DAX1 inh-2	ssDAF-12 act	SMARCA2 activ	GAA850 FXN act
1	COC(=O)C1=C(C)N(Cc2ccccc2)C(=O)N[C@H]1c1cccc(F)c1	9	-1	1.0	0.5	1.1	-0.3	-1	-0.4	-1.6	0	-1.0
2	O=C(/C=C/Nc1ccc([N+](=O)[O-])cc1Br)c1cccc2ccccc12	-8	-3	-1.8	5.3	8.2	0.1	-1	1.6	-0.6	0	3.0
3	CC1(C)CC(=O)C2=C(C1)NC(SCC(=O)Nc1ccccc1)=C(C#N)C21CCCCC1	-1	-3	0.9	0.4	-1.0	0.7	-3	0.3	-1.0	-2	-0.8
4	Cc1ccc(-c2csc3nc(C)n(-n4cccc4)c(=O)c23)o1	-8	-5	-6.8	-1.1	1.0	0.0	-1	1.1	-0.8	0	4.3
5	O=S(=O)(NCCC1=CCCCC1)c1cccc2nsnc12	4	-3	-0.1	-1.5	1.4	-0.5	4	1.1	-1.9	0	-0.6
6	CCc1ccc(-c2cc(C(=O)O)c3ccccc3n2)s1	i	i	1.6	11*	17*	2.4	-3	-1.0	1.1*	5	2.4
7	O=C(O)c1ccc(S(=O)(=O)NCc2ccc3c(c2)OCO3)cc1	-1	3	-2.6	-0.3	-2.6	0.2	0	0.0	-0.6	0	2.1
8	Cc1ccc2[nH]c(=O)c(-c3noc(C(C)C)n3)cc2c1	-467	-108	-0.1	-2.0	-1.1	0.4	3	-0.2	-2.0	-3	-1.0
9	Cc1c(Oc2ccc(C(F)(F)F)cc2[N+](=O)[O-])ccc2c3c(c(=O)oc12)CCC3	-212	-65	-3.7	2.2	-0.8	-0.1	-3	0.1	-1.2	3	1.7
10	O=C(NCc1ccc(Cl)s1)c1cc(COc2c(F)cccc2F)on1	10	2	0.0	-1.9	1.6	0.0	-4	0.7	-1.1	-4	-0.2
11	CCN(CC)S(=O)(=O)c1ccc2[nH]cc(C(=O)NCCC3=CCCCC3)c(=O)c2c1	-13	-1	1.9	-3.2	-3.1	-1.5	2	-3.5	-1.8	-3	-2.5
12	CSc1nc(NC(C)=O)nc(C)c1Cl	1	-4	1.5	-1.8	0.2	0.1	3	1.1	-1.2	0	-0.8
13	COC(=O)CC1C(=O)NCCN1C(=O)CSc1nc2ccc([N+](=O)[O-])cc2s1 (stereo not drawn)	11	1	0.9	1.1	2.6	0.0	2	-0.1	-0.1	-1	0.5
14	CC1(C)CC(=O)C2=C(C1)N(c1ccccc1)C(=O)C(C(=O)OCc1ccccc1)C2 (stereo not drawn)	-6	-2	0.0	-0.4	1.0	0.7	-8	-1.2	-1.1	-2	-3.1
15	CC(C)C(NC(=O)c1ccccc1F)C(=O)NCC(c1ccco1)N1CCCCC1 (stereo not drawn)	-16	-7	-2.3	0.2	-0.3	-0.3	-3	-0.8	-1.1	-3	-0.3
16	CCCCNc1c(N)n(CC(C)C)c(=O)[nH]c1=O	-130	-33	-0.9	-0.5	-2.1	-0.2	-2	3.0	-1.6	-2	2.1
17	COC(=O)c1cccc(-n2cnnn2)c1	8	-4	-0.9	-1.2	-2.1	-0.2	6	1.2	-1.1	0	3.2
18	COC(=O)n1c(=O)oc2cc(S(=O)(=O)N3CCCCC3)ccc21	5	-4	1.4	-0.1	-1.0	-0.8	1	0.2	-0.6	-4	2.2
19	O=c1c2cc(Cl)ccc2[nH]c(=S)n1Cc1cccs1	9	1	0.9	6.7*	0.3	0.8	-3	1.8	-0.2	0	4.4
20	CCN(C(=O)COC(=O)CNS(=O)(=O)c1ccc(C)cc1)C1CCS(=O)(=O)C1 (stereo not drawn)	3	-10	4.0	1.4	-4.0	1.9	-4	-0.2	-0.8	0	1.3
21	CCC(=O)N1CCN(c2ccc(NC(=O)c3ccco3)cc2)CC1	12	-2	-2.6	1.3	4.1	-0.2	-5	0.3	-0.7	2	3.1
22	COc1ccc(C(O)(C(C)C)C(CN2CCOCC2)c2ccccc2)cc1 (stereo not drawn)	7	3	-1.9	-1.4	-3.1	-0.9	-29	-1.1	-1.5	0	-3.6
23	CCN1CCN(c2nc(-c3ccccn3)nc3ccccc23)CC1	-10	-6	1.3	0.8	-0.6	-0.6	2	0.6	-0.6	2	3.0
24	COC(=O)Nc1ccc(OCc2ccccc2)cc1	-6	1	-2.8	1.3	6.5	2.1	1	2.0	-0.9	14*	10.0*
25	Cc1cc(Cl)c(S(=O)(=O)NCC2CCCO2)cc1OCC(N)=O (stereo not drawn)	1	-4	1.2	1.2	-1.2	0.6	-2	-0.6	-0.5	1	-0.3

Results in SMARCA2 activ, GAA850 FXN act and hcDAF-12 act, for 2 of the compounds above:
entry	canonical_smiles	SMARCA2 activ	GAA850 FXN act	hcDAF-12 act
22	COc1ccc(C(O)(C(C)C)C(CN2CCOCC2)c2ccccc2)cc1 (stereo not drawn)	0	-3.6	-1.4
23	CCN1CCN(c2nc(-c3ccccn3)nc3ccccc23)CC1	2	3.0	0.8

Looked up above:
cpd 14 in GAA850 FXN act → -3.1
cpd 9 in GAA850 FXN act → 1.7

In the list so far, these contain an aryl thioether with sulfur outside any ring.
#	mol	ADAM10 inh	ADAM17 inh	PG9 Ab binder	hcDAF-12 act	hgDAF-12 ag	DAX1 inh-1	NPR1 activator	DAX1 inh-2	ssDAF-12 act	SMARCA2 activ	GAA850 FXN act
12	CSc1nc(NC(C)=O)nc(C)c1Cl	1	-4	1.5	-1.8	0.2	0.1	3	1.1	-1.2	0	-0.8
13	COC(=O)CC1C(=O)NCCN1C(=O)CSc1nc2ccc([N+](=O)[O-])cc2s1 (stereo not drawn)	11	1	0.9	1.1	2.6	0.0	2	-0.1	-0.1	-1	0.5

Carrying on:
#	mol	ADAM10 inh	ADAM17 inh	PG9 Ab binder	hcDAF-12 act	hgDAF-12 ag	DAX1 inh-1	NPR1 activator	DAX1 inh-2	ssDAF-12 act	SMARCA2 activ	GAA850 FXN act
26	COc1ccc(CS(=O)(=O)CC(C)(O)c2ccc(Cl)cc2)cc1 (stereo not drawn)	-4	-1	-1.4	2.5	1.2	-0.6	-6	-0.3	-2.1	-1	0.8
27	O=C1C(=O)N(Cc2ccncc2)C(c2ccccc2F)/C1=C(\O)c1ccc2c(c1)OCCO2 (stereo not drawn)	-2	-3	16*	-1.2	1.1	0.3	8	1.8	-1.1	0	-0.6
28	Cc1noc(C)c1C(=O)NNc1cc(Cl)ccc1Cl	0	-3	-2.0	1.6	1.2	-0.1	-1	0.9	-1.6	5	2.5
29	c1ccc(C2CC(c3ccccc3)C(c3ccccc3)N2)cc1 (stereo not drawn)	11	5	-0.8	-1.9	0.4	-0.4	-15	2.8	-0.3	-2	0.7
30	COc1ccc2c(c1)CCc1cc(C(=O)O)sc1-2	i	i	0.2	-0.1	-1.2	-0.7	1	0.5	-1.7	-2	1.8
31	Cc1cc(N2CCN(c3ccccn3)CC2)n2c(nc3ccccc32)c1C#N	-2	-2	-2.2	-0.1	-1.9	0.0	5	1.3	-1.0	3	1.3
32	O=C(Nc1ccccc1N1CCOCC1)c1ccc2c(c1)OCO2	11	-2	-1.5	0.8	-2.6	-1.9	1	-0.4	-2.0	6	-1.6
33	CCOc1ccc(S(=O)(=O)NC(Cc2cnc[nH]2)C(=O)O)cc1 (stereo not drawn)	-5	-3	0.1	0.0	0.8	0.3	-1	0.8	-1.3	0	-1.4
34	Cc1ccc(Cc2c(-c3ccc(Cl)cc3)nc3ccc(Cl)cn23)cc1	-23	-4	-2.5	-0.8	3.5	2.2	28	2.7	0.2	6	1.1
35	Cc1cc(=O)[nH]c(N/N=C/c2ccccn2)n1	4	2	-1.1	-2.5	-8.9	-2.9	-6	-3.1	-0.9	-2	-0.4
36	CCc1ccc2oc(C(=O)Nc3nonc3CC)c(C)c2c1	3	1	-1.6	0.5	7.1	2.6	3	1.9	-1.3	2	5.7
37	CC(C)C(=O)c1cn(CC(=O)NCc2ccco2)c2ccccc12	-6	-5	-0.1	0.7	-0.3	0.3	-4	-0.5	-0.7	-3	2.8
38	O=C(CNC(=S)N(Cc1ccccc1)Cc1cccnc1)NCCc1ccccc1	-5	-2	0.0	-2.3	-2.0	-0.3	3	-1.4	-2.3	-5	-1.9
39	C[C@@H]1CN([C@H](C)CO)C(=O)c2c(c3ccccc3n2C)-c2ccccc2CO[C@H]1CN(C)Cc1ccc2c(c1)OCCN2C	-7	4	0.5	0.8	-0.4	0.7	2	2.8	-0.7	-1	0.6
40	COCCn1c(COc2cccc(OC)c2)nnc1SCC(=O)NC1CCCC1	-4	-4	-0.2	-0.1	-1.8	-0.9	3	-1.2	-0.3	-3	-1.4
41	CC(=O)c1c(C)[nH]c(C(=O)CN2C(=O)NC(C)(C)C2=O)c1C	-5	-2	-1.1	-1.1	-2.0	0.8	0	2.1	-0.6	2	-0.6
42	CSc1ccccc1NC(=O)COc1ccc(S(=O)(=O)N2CCCC2)cc1	-9	-3	0.2	-1.0	-1.6	-0.6	6	-0.1	-1.7	-4	2.1
43	CCSc1nnc2c(n1)OC=Nc1ccc(Br)cc1-2	7	-5	-1.4	1.8	0.9	-0.5	2	-0.3	-0.4	0	0.6
44	CCCn1c(SCC(=O)Nc2ccc(OCC)cc2)nnc1C(C)C	-1	-1	-0.3	-1.9	1.4	-1.2	2	0.1	-0.7	0	1.1
45	CC(/C=N/NC(=O)c1cc(-c2ccc(C)s2)[nH]n1)=C\c1ccccc1	9	1	0.5	-4.6	2.2	0.1	-9	-1.7	-1.9	0	-4.0
46	Cc1ccc(C(=O)N(CC(=O)NC2CCCC2)Cc2cccs2)s1	2	-4	-3.1	-1.2	-1.7	0.3	-6	1.6	-0.8	6	1.4
47	CC(=O)N1c2ccc(S(=O)(=O)N3CCCC3C(=O)NCc3ccccc3Cl)cc2CC1C (stereo not drawn)	-13	-2	-1.8	-0.6	-0.1	0.1	2	0.7	-1.6	-4	-0.1
48	CCc1ccccc1NC(=O)c1cc(-c2cccc(O)c2)on1	-3	4	-1.5	-2.1	11*	1.1	0	2.2	-0.9	-3	2.3
